High-throughput results: PubChem, Broad Institute
IDE exosite FP: exo-site inhibitors of human IDE, primary screen, biochemical, fluorescence anisotropy, probe displacement; Insulin-degrading enzyme (Homo sapiens), P14735; purified IDE, FL-6b probe fluorescence polarization; hits give low values; z-score at 20 µM; hit rate 6.3% among 17,000;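 active = z-score of -3 or lower, meaning strong loss of probe binding signal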;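 also: His-tagged human IDE residues 42-1019 made in E. coli with 30 nM FL-6b probe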
Target sequence (P14735 42-1019 limits assumed): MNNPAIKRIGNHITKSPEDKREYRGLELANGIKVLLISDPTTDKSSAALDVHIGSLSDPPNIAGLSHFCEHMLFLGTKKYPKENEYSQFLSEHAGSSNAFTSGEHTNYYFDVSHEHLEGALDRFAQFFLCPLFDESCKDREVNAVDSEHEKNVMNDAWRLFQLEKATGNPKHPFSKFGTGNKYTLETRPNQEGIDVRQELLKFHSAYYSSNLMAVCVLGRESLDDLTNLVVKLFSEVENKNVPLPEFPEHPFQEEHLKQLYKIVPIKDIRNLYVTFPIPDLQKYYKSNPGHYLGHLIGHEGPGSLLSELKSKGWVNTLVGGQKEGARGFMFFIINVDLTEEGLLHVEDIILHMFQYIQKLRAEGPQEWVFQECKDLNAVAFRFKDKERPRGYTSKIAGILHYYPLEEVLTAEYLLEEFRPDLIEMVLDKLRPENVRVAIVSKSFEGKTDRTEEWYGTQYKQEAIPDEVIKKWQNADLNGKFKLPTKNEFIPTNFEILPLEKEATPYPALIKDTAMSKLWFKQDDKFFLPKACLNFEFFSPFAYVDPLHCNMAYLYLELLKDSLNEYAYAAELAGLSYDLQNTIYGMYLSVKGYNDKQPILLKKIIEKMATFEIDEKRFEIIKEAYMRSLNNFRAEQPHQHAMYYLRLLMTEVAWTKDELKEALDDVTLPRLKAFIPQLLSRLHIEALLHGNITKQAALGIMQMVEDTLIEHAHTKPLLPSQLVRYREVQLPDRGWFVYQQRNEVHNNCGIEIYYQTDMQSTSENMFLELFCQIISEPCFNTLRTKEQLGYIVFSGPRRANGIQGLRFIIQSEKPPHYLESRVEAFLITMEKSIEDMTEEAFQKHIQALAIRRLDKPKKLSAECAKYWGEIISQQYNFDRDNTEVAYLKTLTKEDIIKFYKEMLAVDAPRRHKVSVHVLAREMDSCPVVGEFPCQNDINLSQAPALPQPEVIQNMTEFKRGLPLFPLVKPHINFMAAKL
* hit, by the source's call; & = joins results of further samples; ! = not active in a repeat. Only part of the results is shown. The share of hits here may be higher or lower than overall.

The opening two records (preview)
SMILES | IDE exosite FP
OC[C@@H]1[C@H](c2ccccc2)C2(CN(CCC(F)(F)F)C2)N1Cc1nccs1 | 0.082
O=C(NC1CCCC1)N1CCCCN2[C@H](CO)[C@@H](c3ccc(-c4ccncc4)cc3)[C@H]2C1 | 4.7

All compounds of this part (from the top)
SMILES | IDE exosite FP
OC[C@@H]1[C@H](c2ccccc2)C2(CN(CCC(F)(F)F)C2)N1Cc1nccs1 | 0.082
O=C(NC1CCCC1)N1CCCCN2[C@H](CO)[C@@H](c3ccc(-c4ccncc4)cc3)[C@H]2C1 | 4.7
O=C(C[C@H]1C=C[C@@H](NC(=O)Cc2ccccn2)[C@H](CO)O1)NCCc1ccncc1 | 1.1
C[C@@H]1CCCCO[C@H](CN(C)S(C)(=O)=O)[C@@H](C)CN([C@H](C)CO)C(=O)c2cc(NC(=O)NC3CCCCC3)ccc2O1 | 0.11
O=C(NC1Cc2ccccc2C1)[C@@H]1N[C@@H]2c3cccc(=O)n3C[C@@H]2[C@H]1CO | 0.48
Cc1ccccc1-c1ccc([C@@H]2[C@H](CO)N3CCCCN(S(=O)(=O)Cc4ccccc4)C[C@@H]23)cc1 | -4.7*
CN(C)C(=O)c1cccc(-c2ccc(C3[C@@H]4CN(Cc5nccs5)C[C@H]3N4)cc2)c1 (some centres not stated) | -3.2*!
COCC(=O)Nc1ccc2c(c1)C(=O)N(C)C[C@@H](OC)[C@H](C)CN(C(=O)c1ccncc1)[C@H](C)CO2 | -0.7
O=C(Cc1ccccc1)N1CC(=O)N2[C@H](CO)[C@@H](c3ccc(-c4cccc(F)c4)cc3)[C@@H]2C1 | -1.9
CNC[C@H]1OCCCC[C@H](C)Oc2ccc(NS(=O)(=O)c3ccc(F)cc3)cc2C(=O)N([C@H](C)CO)C[C@@H]1C | 0.61
O=C(Nc1cccc(F)c1)N1CCCCN2[C@H](C1)[C@@H](c1ccc(C#Cc3cccnc3)cc1)[C@@H]2CO | -2.1
COCC(=O)N1[C@H](C#N)[C@H](c2ccccc2-c2cccc(OC)c2)[C@@H]1CO | 4.3
CCCC#Cc1ccc([C@H]2[C@H](CO)N3C(=O)CN(S(=O)(=O)Cc4ccccc4)C[C@@H]23)cc1 | 5.9
OC[C@@H]1Nc2ccc(C#Cc3ccc(F)cc3)cc2[C@H]2[C@@H]1CCN2Cc1ccc2c(c1)OCO2 | 0.71
O=C(NCc1ccc2c(c1)OCO2)[C@H]1[C@H](CO)[C@H]2Cn3c(cccc3=O)[C@@H]1N2Cc1cncnc1 | 0.14
C[C@@H]1CCn2cc(nn2)COC[C@H](C)NC1=O | -0.61
C/C=C/c1ccc([C@@H]2[C@@H](CO)N3C(=O)CN(C(=O)Nc4ccc(F)cc4)C[C@@H]23)cc1 | -0.52
CCS(=O)(=O)N1CC(=O)N2[C@@H](CO)[C@H](c3ccc(C#CCC(C)C)cc3)[C@@H]2C1 | 1.4
O=C(Nc1ccc(F)cc1)N1CC(=O)N2[C@H](C1)[C@H](c1ccc(-c3cccc(F)c3)cc1)[C@@H]2CO | -1.3
CCCC#Cc1ccc([C@@H]2[C@@H](CO)N3C(=O)CN(C(=O)Nc4ccccc4F)C[C@H]23)cc1 | 2.3
CCc1csc(N2[C@H](C#N)[C@@H](c3ccc(-c4cccc(F)c4)cc3)[C@H]2CO)n1 | -0.67
O=C(c1cnccn1)N1CC(=O)N2[C@H](CO)[C@H](c3ccc(/C=C/c4ccccc4)cc3)[C@@H]2C1 | -5.3*
CCCC#Cc1ccc([C@H]2[C@@H](C#N)N(C(=O)CN3CCOCC3)[C@@H]2CO)cc1 | -1
COc1ccccc1NC(=O)N1C[C@@H](C)[C@H](OC)CN(C)C(=O)c2ccc(NC(=O)c3cc(C)on3)cc2OC[C@H]1C | 0.019
N#C[C@@H]1[C@H](c2ccc(-c3ccc(F)cc3)cc2)[C@@H](CO)N1c1nc(-c2ccccc2)cs1 | 1.7
O=C(c1ccncc1)N1C[C@H]2[C@@H](c3ccccc31)[C@@H](CO)N2Cc1ccccc1F | 1.8
COCC(=O)Nc1ccc2c(c1)[C@H]1C[C@H](CC(=O)N3CCOCC3)O[C@H](CO)[C@H]1O2 | -0.6
CN(C)C(=O)c1cccc(-c2ccc([C@@H]3[C@@H](CO)N4C(=O)CN(C(=O)C5CC5)C[C@H]34)cc2)c1 | 2.2
C/C=C/c1ccc2c(c1)[C@H]1[C@H](CCN1S(=O)(=O)c1cn(C)cn1)[C@H](CO)N2 | 1.1
O=C(C[C@@H]1C[C@@H]2c3cc(NC(=O)C4CCOCC4)ccc3O[C@@H]2[C@H](CO)O1)NCCN1CCCCC1 | 0.57
COc1cccc(-c2ccc(C3[C@H]4CNC[C@@H]3N4C(=O)Nc3ccc4c(c3)OCO4)cc2)c1 (some centres not stated) | -2.8&1.5
O=C(C1CC1)N1CC(=O)N2[C@H](CO)[C@H](c3ccc(-c4cccnc4)cc3)[C@H]2C1 | -0.84
CN1CCN(C(=O)C[C@@H]2CC[C@H]3[C@@H](COC[C@H](O)CN3Cc3cccc(-c4ccncc4)c3)O2)CC1 | -0.17
CC=Cc1ccc2n(c1=O)C[C@H]1[C@H](CO)[C@@H](C(=O)N3CCOCC3)[C@@H]2N1CC1CCCC1 (mixture of isomers) | 1.5
O=C(C[C@H]1CC[C@H]2NC[C@@H](O)COC[C@@H]2O1)Nc1nccs1 | 0.77
COc1ccc(CN2[C@H](CO)[C@H]3c4ccccc4NC[C@H]32)cc1 | 0.22
COCC(=O)NC[C@H]1[C@H](c2ccc(C3=CCCC3)cc2)[C@@H](CO)N1C(C)=O | 0.52
CCc1cnc(N2[C@@H](C#N)[C@@H](c3ccc(-c4cccc(F)c4)cc3)[C@@H]2CO)s1 | -0.99
CN(C)CC(=O)N[C@H]1CC[C@@H](CCNC(=O)C2CCC2)O[C@@H]1CO | 3
COCC(=O)Nc1ccc2c(c1)OC[C@@H](C)N(C(=O)CN1CCOCC1)C[C@@H](C)[C@H](OC)CN(C)C2=O | 0.063
CCc1cnc(N2[C@@H](C#N)[C@H](c3ccc(C#CC(C)C)cc3)[C@@H]2CO)s1 | 6
CN1c2ccc(C3=CCCCC3)cc2[C@@H]2[C@@H](CCN2C(=O)Cc2ccccn2)[C@H]1CO | -0.84
CC(=O)NC[C@@H]1[C@@H](c2ccccc2)[C@@H](CO)N1C(=O)Cc1cccnc1 | 6.2
CCCC#Cc1ccc([C@H]2[C@@H](C#N)N(S(C)(=O)=O)[C@H]2CO)cc1 | 0.62
CC(=O)N1[C@H](CO)[C@@H](c2ccccc2)[C@H]1CN(C)C(=O)CN1CCOCC1 | 3.6
CN1C(=O)c2cc(NC(=O)c3cccc(Cl)c3)ccc2OC[C@@H]2O[C@H](CC(=O)NC3CCCCC3)CC[C@H]21 | -0.68
CC(C)(C)S(=O)N1Cc2cc(C(=O)NCc3ccc(Oc4ccccc4)cc3)nc(-c3cccc(-c4cccc(F)c4)c3)c2[C@@H]1CCO (some centres not stated) | -0.32
CC(C)CC#Cc1ccc([C@H]2[C@H](CO)N3C(=O)CN(C(=O)Cc4cccnc4)C[C@@H]23)cc1 | -0.13

Four compounds out of the list above, sorted by the value under IDE exosite FP, lowest first.
SMILES | IDE exosite FP
CN1c2ccc(C3=CCCCC3)cc2[C@@H]2[C@@H](CCN2C(=O)Cc2ccccn2)[C@H]1CO | -0.84
CC(C)(C)S(=O)N1Cc2cc(C(=O)NCc3ccc(Oc4ccccc4)cc3)nc(-c3cccc(-c4cccc(F)c4)c3)c2[C@@H]1CCO (some centres not stated) | -0.32
CCCC#Cc1ccc([C@H]2[C@@H](C#N)N(S(C)(=O)=O)[C@H]2CO)cc1 | 0.62
CN(C)CC(=O)N[C@H]1CC[C@@H](CCNC(=O)C2CCC2)O[C@@H]1CO | 3

Next compounds follow:
SMILES | IDE exosite FP
O=C(NC1CCCCC1)N1CC2(C1)[C@@H](c1ccccc1)[C@@H](CO)N2S(=O)(=O)Cc1ccccc1 | 0.9
COC(=O)C[C@@H]1CC[C@H]2[C@H](COc3ccc(NC(=O)c4ccc(C(F)(F)F)cc4)cc3C(=O)N2C)O1 | -0.32
Cn1cnc(S(=O)(=O)N2CCCCN3[C@H](CO)[C@@H](c4ccc(-c5ccccc5)cc4)[C@@H]3C2)c1 | -9.4*
COc1ccc2c3c(n(C)c2c1)[C@H](CO)N(Cc1ccccc1)CC31CN(S(=O)(=O)c2ccc(C)cc2)C1 | 0.058
COc1ccccc1S(=O)(=O)N1C[C@@H]2N[C@H](C1)C2c1ccc(-c2ccc(F)cc2)cc1 (some centres not stated) | 3&3.7
Cc1noc(C)c1C(=O)N(C)C[C@H]1OCc2ccccc2-c2ccccc2C(=O)N([C@H](C)CO)C[C@H]1C | -0.48
C[C@H](CO)N1C[C@H](C)[C@@H](CN(C)Cc2cccc(C(=O)Nc3ccccc3N)c2)OCc2ccccc2-c2c(n(C)c3ccccc23)C1=O | -0.24
COc1ccccc1CNC(=O)C[C@H]1C=C[C@H](NC(=O)CC2CC2)[C@@H](CO)O1 | 0.06
CC(C)NC(=O)N1CC[C@@H]2[C@@H](CO)N(C)c3ccc(-c4ccc(F)cc4)cc3[C@@H]21 | 0.58
CC(C)C#Cc1ccc([C@H]2[C@H](CO)N3CCCCN(C(=O)c4ccc5c(c4)OCO5)C[C@@H]23)cc1 | 1.2
COc1cccc(C#Cc2ccc([C@@H]3[C@H](C#N)N(C(=O)C4CC4)[C@H]3CO)cc2)c1 | -0.13
N#Cc1cccc(-c2ccc3c(c2)[C@H]2[C@H](CCN2Cc2ccc4c(c2)OCO4)[C@@H](CO)N3)c1 | 1.2
N#C[C@H]1N[C@@H](CO)[C@H]1c1ccc(C#CC2CCCC2)cc1 | 0.77
CN1c2ccc(Br)cc2[C@H]2[C@H](CCN2C(=O)c2ccc(F)cc2)[C@H]1CO | -0.36
C[C@@H](NC(=O)C[C@@H]1CC[C@@H]2[C@H](COC[C@H](O)CN2Cc2ccc(C(F)(F)F)cc2)O1)c1ccccc1 | -0.2
COc1ccc(S(=O)(=O)Nc2ccc3c(c2)[C@H]2C[C@H](CC(=O)N(C)C)O[C@H](CO)[C@H]2O3)cc1 | -0.27
O=C1CN(S(=O)(=O)c2cccc(F)c2)C[C@H]2[C@@H](c3ccc(-c4ccccc4)cc3)[C@H](CO)N12 | 1.3
CN(C)CC(=O)N1[C@@H](C#N)[C@@H](c2ccc(C#CC3CCCC3)cc2)[C@@H]1CO | 0.87
O=C(Nc1cccc(F)c1)N1CC(=O)N2[C@H](CO)[C@@H](c3ccc(C#CC4CC4)cc3)[C@@H]2C1 | -0.42
CNC[C@@H]1OCCCC[C@H](C)Oc2ccc(NC(=O)Nc3ccc(OC)cc3)cc2C(=O)N([C@H](C)CO)C[C@@H]1C | 1
CCC(=O)N1CC(=O)N2[C@@H](CO)[C@@H](c3ccc(C#Cc4cccc(OC)c4)cc3)[C@@H]2C1 | -11*
CCC(=O)N1CCCCN2[C@H](C1)[C@@H](c1ccc(C#Cc3ccccc3F)cc1)[C@@H]2CO | -6.5*
COc1ccccc1C#Cc1ccc([C@@H]2[C@@H](C#N)N(C(=O)C3CCC3)[C@@H]2CO)cc1 | -4.6*
COc1cccc(-c2ccc([C@H]3[C@H]4CN(C(=O)c5ccc(F)cc5)CCCCN4[C@H]3CO)cc2)c1 | 1.4
O=C(NC1CCCC1)N[C@H]1C=C[C@@H](CC(=O)N2CCOCC2)O[C@H]1CO | 0.62
O=C(C[C@@H]1C=C[C@H](NS(=O)(=O)c2ccccc2)[C@@H](CO)O1)NCCN1CCCCC1 | 2.1
COc1cccc(-c2ccc([C@H]3[C@H](C#N)N(C(=O)Cc4ccccc4)[C@H]3CO)cc2)c1 | -3*
COc1ccccc1NC(=O)N1[C@H](CO)[C@H](c2ccccc2)[C@@H]1C#N | -2.1
COc1ccc(NC(=O)Nc2cccc3c2O[C@@H](CN(C)Cc2ccc(C(=O)O)cc2)[C@@H](C)CN([C@H](C)CO)C3=O)cc1 | -0.31
CCCC#Cc1ccc([C@H]2[C@H](C#N)N(C(=O)C3CCC3)[C@H]2CO)cc1 | 2.3
CN1[C@@H]2c3ccc(-c4ccc(F)cc4)c(=O)n3C[C@@H]2[C@@H](CO)[C@@H]1C(=O)NCc1ccccn1 | -0.19
O=C(C1CCCC1)N1CC(=O)N2[C@H](CO)[C@@H](c3ccc(C#CC4CCCC4)cc3)[C@@H]2C1 | 0.25
CCCC#Cc1ccc([C@@H]2[C@@H](CO)N(C(=O)C3CC3)[C@H]2C#N)cc1 | 4.8
O=C(c1cnccn1)N1CC(=O)N2[C@@H](CO)[C@@H](c3ccc(C#CC4CC4)cc3)[C@@H]2C1 | 1.8
OC[C@@H]1[C@H](c2ccc(C3=CCCC3)cc2)[C@@H](CNC2CCCC2)N1CC1CC1 | 1.4
COc1ccc(CNC(=O)C[C@@H]2CC[C@@H](NC(=O)CN(C)C)[C@H](CO)O2)cc1 | 0.78

2 records drawn at random from the list so far:
SMILES | IDE exosite FP
CCCC#Cc1ccc([C@H]2[C@H](C#N)N(C(=O)C3CCC3)[C@H]2CO)cc1 | 2.3
O=C(C1CCCC1)N1CC(=O)N2[C@H](CO)[C@@H](c3ccc(C#CC4CCCC4)cc3)[C@@H]2C1 | 0.25

(list continues)
SMILES | IDE exosite FP
CN(C)C(=O)c1cccc(-c2ccc([C@H]3[C@@H](CO)N4CCCCN(CCC(F)(F)F)C[C@H]34)cc2)c1 | 2.1
COCCNC(=O)C[C@@H]1C[C@H]2c3cc(NC(=O)CN(C)C)ccc3O[C@H]2[C@@H](CO)O1 | -1
O=C(C[C@H]1C[C@H]2c3cc(NC(=O)C4CCC4)ccc3O[C@H]2[C@H](CO)O1)NC1CCCC1 | 0.6
O=C(C[C@H]1CC[C@H]2[C@@H](COC[C@@H](O)CN2C(=O)c2cccnc2)O1)NCC1CC1 | -0.5
